MOR-DOR inv ag: inverse agonists of MOR-DOR heterodimerization, primary screen, cell-based, luminescence. inhibition, % at 9.3 µM. Mu-type opioid receptor (Homo sapiens) + Delta-type opioid receptor (Homo sapiens), …. cell-based MOR-DOR heterodimer luminescence, inverse agonism. actives 0.21% (n = 340,000); in the data active means inhibition above about 22%, passing the limit was not always enough;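 further: 0% = cells with DMSO and 100% = wells without cells with DMSO; values of inactives mirror those of a sister screen read the other way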
MOR-DOR ag: agonists of OPRM1-OPRD1 heterodimerization, primary screen, cell-based, luminescence; Mu-type opioid receptor (Homo sapiens) + Delta-type opioid receptor (Homo sapiens), …; cells; activation, % at 9.3 µM; actives 0.3% (n = 340,000); AID 504326, 2011; in the data active means activation above about 18%;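 further: 0% = vehicle-treated cells and 100% = reference agonist; values of inactives mirror those of a sister screen read the other way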
Arrestin-AP2 inh: inhibitors of beta-arrestin/AP2 binding, primary screen, biochemical, GPCR trafficking, flow cytometry; actives 0.31% (n = 340,000); FITC-arrestin peptide / GST-AP2 beads; AP2 beta2 appendage carries R879A mutation; AID 504490, 2011; inhibition, % at 10 µM;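 active means inhibition above a set limit, near 3 SD of compounds lacking own fluorescence, cut at about 54% in these data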;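 further: plate controls were DMSO wells for no effect and 5 µM unlabelled arrestin peptide for full effect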
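System: GST-AP2 R879A glutathione beads | Also added: FITC-arrestin peptide, 50 nM | Times: 12 min plus 1 h, RT | Signal: Bead flow cytometry, FITC channel | Buffer or medium: PBS with 0.05% Tween 20 and 0.1% BSA | Read-out basis: Percent drop in bead-associated FITC signal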
PKA-R1A act: activators of PKA-R1A holoenzyme, primary screen, biochemical, fluorescence polarization, Cy5-IP20, bovine R1A, mouse PKAc; activation, % at 11.4 µM; cAMP-dependent protein kinase type I-alpha regulatory subunit (Bos taurus) + …; actives 0.083% (n = 340,000); AID 504707, 2011; PKA-R1A dissociation; scaled: DMSO 0%, 113 µM cGMP 100%;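 active means percent activation above the mean of all tested compounds plus 3 SD, cut at about 19% in these data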;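 further: higher means more PKAc released from R1A so a rise in polarization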
HTR5A inv ag: HTR5A inverse agonists in luminescence cell assay, primary screen, counter-screen for OPRM1-OPRD1 heterodimer inverse agonist project, full-deck HTS. inhibition, % at 9.3 µM. AID 504634, 2011. actives 0.083% (n = 340,000). 5-hydroxytryptamine receptor 5A (Homo sapiens), P47898. HTR5A cell line, inverse agonism; in the data active means inhibition mostly above about 23%, no sharp cut-off; inactive means mostly below about 18%;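 further: 0% = cells with DMSO and 100% = no-cell wells with DMSO; some compounds called inactive have numbers as strong as hits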
Target sequence (P47898 whole entry, looked up): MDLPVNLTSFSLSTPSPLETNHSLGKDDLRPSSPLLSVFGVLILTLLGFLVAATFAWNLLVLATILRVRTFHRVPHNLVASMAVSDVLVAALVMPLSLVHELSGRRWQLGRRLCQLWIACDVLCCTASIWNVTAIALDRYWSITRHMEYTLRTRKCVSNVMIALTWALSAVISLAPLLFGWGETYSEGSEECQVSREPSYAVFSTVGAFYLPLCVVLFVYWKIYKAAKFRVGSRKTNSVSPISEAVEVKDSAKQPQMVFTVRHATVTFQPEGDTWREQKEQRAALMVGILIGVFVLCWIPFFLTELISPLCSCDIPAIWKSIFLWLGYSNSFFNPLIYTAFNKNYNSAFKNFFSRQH
DSG3 Ab inh: inhibitors of pemphigus antibody binding to DSG3, primary screen, biochemical, bead-based, flow cytometry, scFv-GFP | binding (percent of control), % at 10 µM | DSG3-coupled beads, scFv-anti-DSG3-GFP binding; active compounds read low | AID 588358, 2011 | actives 0.48% (n = 310,000);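 active means binding more than 3 SD below its plate's average and above zero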;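 further: hits lower antibody fragment binding to DSG3; some compounds called inactive have numbers as strong as hits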
PKA-R2B act: activators of PKA-R2B holoenzyme, primary screen, biochemical, fluorescence polarization, Cy5-IP20, human | activation, % at 11.4 µM | actives 0.079% (n = 340,000) | PKA-R2B holoenzyme dissociation; R2B truncated from residue 108, S112A mutant; 0% DMSO only, 100% 113 µM cGMP | cAMP-dependent protein kinase catalytic subunit beta (Homo sapiens) + cAMP-dependent …;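 active means activation above a cutoff set at the mean over all compounds plus 3 SD, cut at about 18% in these data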;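 further: higher means more holoenzyme dissociation and a rise in polarization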
Target sequence (P31323 whole entry, looked up, other chains not shown, the tested form may be a part): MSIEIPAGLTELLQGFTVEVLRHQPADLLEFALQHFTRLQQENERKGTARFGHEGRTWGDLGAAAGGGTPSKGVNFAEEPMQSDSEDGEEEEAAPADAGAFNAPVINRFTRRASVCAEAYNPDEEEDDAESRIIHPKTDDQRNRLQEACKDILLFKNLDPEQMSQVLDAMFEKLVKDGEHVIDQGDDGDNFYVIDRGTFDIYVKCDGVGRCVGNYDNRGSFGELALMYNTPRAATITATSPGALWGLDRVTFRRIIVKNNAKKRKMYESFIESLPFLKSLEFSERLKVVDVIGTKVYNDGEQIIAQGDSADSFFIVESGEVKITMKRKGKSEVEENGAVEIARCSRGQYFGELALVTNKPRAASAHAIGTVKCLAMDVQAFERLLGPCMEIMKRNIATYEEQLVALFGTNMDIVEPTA
HTR5A ag: HTR5A agonists in luminescence cell assay, primary screen, counter-screen for OPRM1-OPRD1 heterodimer agonist project, full-deck HTS | activation, % at 9.3 µM | cell-based | actives 0.61% (n = 340,000) | 5-hydroxytryptamine receptor 5A (Homo sapiens), P47898; in the data active means activation mostly above about 9.5%, no sharp cut-off; inactive means mostly below about 7.6%;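 further: 0% = cells with vehicle only and 100% = reference agonist; strong numbers were not always called active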
V-ATPase pH: regulators of yeast V-ATPase proton pumping, primary screen, pHLuorin cytosolic pH fluorescence; S. cerevisiae; response, % at 10 µM; actives 0.37% (n = 350,000); in the data active means response mostly above about 7.3%, no sharp cut-off; inactive means mostly below about 5.4%; further: actives read high; inactives centre near 0; some compounds called inactive have numbers as strong as hits; reference of the scale not given here
DAGLB inhibitor: DAGLB lipase inhibitors, primary screen, biochemical, fluorescence, HTS; HEK293T DAGLB membrane lysate, EnzChek fluorogenic substrate; inhibition, % at 5.17 µM; actives 0.059% (n = 340,000); AID 504411, 2011; in the data active means inhibition above about 34%;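 further: 0% = enzyme with vehicle and 100% = wells lacking enzyme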
Active calls of the source: *; . = not tested or not shown.

SMILES	MOR-DOR inv ag	MOR-DOR ag	Arrestin-AP2 inh	PKA-R1A act	HTR5A inv ag	DSG3 Ab inh	PKA-R2B act	HTR5A ag	V-ATPase pH	DAGLB inhibitor
O=c1oc2cc(OCCO)ccc2c2c1CCCC2	4	-0.8	-18	2	1	120	3	0	0	-4
COc1ccc(/C=N/NC(=O)Cn2cc(C(F)(F)F)ccc2=O)cc1	8	-1.6	1	-5	-6	111	6	4	-5	1
O=C(Nc1cccc(-c2cn3cccnc3n2)c1)Nc1ccccc1F	-40	8.3	-10	-6	-15	100	-4	5	-3	-1
Oc1cc(NCCN2CCOCC2)cc2cccnc12	-72	12	4	4	-42	105	2	16	-4	-3
CN(C)c1ccc(N=Nc2ccc(S(N)(=O)=O)cc2)cc1	5	-0.9	6	9	26	102	1	-11	-2	39*
CCCCC(OC(=O)c1ccco1)C(=O)NCc1ccc(C)cc1 (stereo unspecified)	-9	1.8	23	0	-2	109	1	1	-2	-5
Cc1ccc(NC(=O)/C(=C\c2ccccc2)NC(=O)c2ccco2)cc1	13	-2.4	-5	-3	6	119	4	-1	-1	1
COc1ccccc1N1CCN(C(=O)c2onc(C)c2Cl)CC1	8	-1.4	-3	1	8	102	0	-3	-2	-5
COc1cc(C(=O)OCC(=O)Nc2ccc(F)cc2F)cc(OC)c1OC	12	-2.5	-3	-4	-5	100	-4	2	-1	-5
CCOC(=O)C1CCN(CC(C)(C)NS(=O)(=O)c2ccc(Cl)cc2)CC1	-33	6.2	-12	2	-7	118	-2	3	2	-6
COc1ccc(S(=O)(=O)NCc2ccccn2)cc1OC	5	-1.0	7	-17	-10	96	-5	3	1	0
O=C(CNCCO)NC12CC3CC(CC(C3)C1)C2	13	-2.1	27	-6	15	.	-2	1	-1	-1
O=C(CN1CCOCC1)n1c2ccccc2c2ccccc21	7	-1.7	26	-21	-17	111	-8	-2	-4	-4
COc1cccc(NS(=O)(=O)c2ccc3[nH]cc(C(=O)NC4CC4)c(=O)c3c2)c1	-17	3.0	8	-4	-7	106	-2	3	-3	4
COc1cc2c(C(F)(F)F)c(-c3ccc(C#N)cc3)oc(=O)c2cc1OC	8	-1.3	-5	-9	-1	99	4	0	2	-1
O=C(c1ccc(Cl)cc1Cl)N1CCN(c2ccc(N3CCOCC3)nn2)CC1	9	-1.6	-5	1	8	109	15	-3	-1	-4
COc1ccc(S(=O)(=O)N2CCC(N3CCN(c4ccccc4OC)CC3)CC2)cc1	3	-0.6	37	3	16	103	3	-6	1	1
CC(C)c1ccc(C(=O)NCCCN2CCOCC2)cc1	16	-3.0	4	12	5	.	8	4	-2	-1
CC[C@H]1OC(=O)[C@H](C)[C@@H](O[C@H]2C[C@@](C)(OC)[C@@H](O)[C@H](C)O2)[C@H](C)[C@@H](O[C@@H]2O[C@H](C)C[C@H](N(C)C)[C@H]2O)[C@](C)(O)C[C@@H](C)[C@@H]2N[C@@H](COCCOC)O[C@H]([C@H]2C)[C@]1(C)O	7	-1.3	-8	-3	-12	107	-2	6	-2	4
COCCCNC(=O)C1CC(=O)N(C2CCCC2)C1 (stereo unspecified)	12	-2.0	-15	-4	9	101	1	-1	2	0
CCOC(=O)C1=CN2CCC[C@H]2CC1=O	5	-0.9	-5	2	10	94	-1	-4	5	-1
Cn1c(=O)c2c(nc(NCCNC(=O)c3ccco3)n2Cc2ccccc2F)n(C)c1=O	2	-0.3	1	7	-10	108	1	3	-2	2
Cc1nc(-c2ccccc2)cs1	18	-4.0	-7	8	7	102	0	-1	-2	1
CN(CC(=O)Nc1ccccc1Br)C(=O)CN1CCN(Cc2cccc(Cl)c2)CC1	2	-0.4	-5	6	3	94	-13	-1	-2	-1

Seven compounds drawn at random from the list so far, as already listed:
SMILES	MOR-DOR inv ag	MOR-DOR ag	Arrestin-AP2 inh	PKA-R1A act	HTR5A inv ag	DSG3 Ab inh	PKA-R2B act	HTR5A ag	V-ATPase pH	DAGLB inhibitor
CCOC(=O)C1=CN2CCC[C@H]2CC1=O	5	-0.9	-5	2	10	94	-1	-4	5	-1
CC(C)c1ccc(C(=O)NCCCN2CCOCC2)cc1	16	-3.0	4	12	5	.	8	4	-2	-1
COc1cc2c(C(F)(F)F)c(-c3ccc(C#N)cc3)oc(=O)c2cc1OC	8	-1.3	-5	-9	-1	99	4	0	2	-1
O=C(c1ccc(Cl)cc1Cl)N1CCN(c2ccc(N3CCOCC3)nn2)CC1	9	-1.6	-5	1	8	109	15	-3	-1	-4
COc1ccc(S(=O)(=O)N2CCC(N3CCN(c4ccccc4OC)CC3)CC2)cc1	3	-0.6	37	3	16	103	3	-6	1	1
COCCCNC(=O)C1CC(=O)N(C2CCCC2)C1 (stereo unspecified)	12	-2.0	-15	-4	9	101	1	-1	2	0
Cn1c(=O)c2c(nc(NCCNC(=O)c3ccco3)n2Cc2ccccc2F)n(C)c1=O	2	-0.3	1	7	-10	108	1	3	-2	2

Further entries follow.
SMILES	MOR-DOR inv ag	MOR-DOR ag	Arrestin-AP2 inh	PKA-R1A act	HTR5A inv ag	DSG3 Ab inh	PKA-R2B act	HTR5A ag	V-ATPase pH	DAGLB inhibitor
COc1cc(/C=N/NC(=O)c2cc(C)oc2C)ccc1OCc1ccccc1	12	-2.2	-5	-1	0	103	1	0	-1	-3
CSc1nnc(C)c(=O)n1COC(=O)COc1ccccc1F	22	-4.2	-6	-11	2	100	-2	-1	-3	-2
CCCC(c1nnnn1Cc1ccco1)N1CCN(C(=O)c2ccco2)CC1 (stereo unspecified)	-9	1.5	4	-4	-25	96	-2	2	5	1
C=CCO/N=C/C1=C(O)C(C(=O)OC)C(C)(C)CC1=O (stereo unspecified)	16	-3.1	34	-9	4	106	3	-1	-1	-2
CN(C)C(=O)COc1ccc2c3c(c(=O)oc2c1)CCCC3	10	-2.0	4	-6	1	129	0	0	0	1
CCNC(=S)NS(=O)(=O)c1ccc(C)cc1	25	-4.0	-1	-18	22	98	0	-2	-4	-2
Cc1ccc(CS(=O)(=O)c2ccc(C(=O)N3CCN(c4ccccn4)CC3)cc2[N+](=O)[O-])cc1	-8	1.6	-8	-5	6	120	-6	-2	1	-1
Cc1cccc2c1N1C(=O)c3c(C(=O)O)cccc3C1CC2C (stereo unspecified)	6	-1.0	14	-5	-11	97	0	2	1	0
CC(=O)Oc1ccc(C(=O)Nc2cccc3c2CCCC3)cc1	3	-0.6	2	6	-27	110	4	-1	8	-6
CC1=C(C)C(OCCCl)N(c2cc(O)c(Cl)cc2F)C1=O (stereo unspecified)	0	-0.1	-13	9	2	103	-10	-1	7	3
COc1ccccc1-n1c(CCn2nc(C)c(Br)c2C)n[nH]c1=S	4	-0.8	34	18	-2	104	-6	0	1	0
CS(=O)(=O)N(CC(=O)O)c1cc(Cl)cc(Cl)c1	10	-1.6	-1	-2	7	84	-8	-4	1	-2
Cc1cc2cc(CNC(=O)Nc3ccc(Cl)c(Cl)c3)ccc2n1C	11	-2.1	-4	4	1	94	6	-1	3	9
COc1cccc2c1C(=O)CC2NC(=O)C(F)(F)F (stereo unspecified)	11	-2.1	13	-3	-7	164	-5	-6	-2	2
Clc1cccc(Cl)c1CO/N=C/c1cccs1	9	-1.7	7	8	1	.	1	-1	1	3
O=C1NC2(CCSC2)C(=O)N1CC(=O)N(Cc1ccccc1)C1CCS(=O)(=O)C1 (stereo unspecified)	12	-2.3	1	9	14	91	10	-1	0	0
O=c1[nH]cc(S(=O)(=O)NCc2ccccc2)c(=O)[nH]1	15	-3.0	-5	9	7	99	9	3	1	0
CCCN(CC(=O)Nc1ccccc1C)C(=O)/C=C/c1ccc(S(=O)(=O)N2CCCCCC2)cc1	1	-0.2	8	12	6	94	-4	-2	4	-1
CCOC(=O)c1cnn(-c2nc(OCC)cc(OCC)n2)c1C	1	-0.1	5	-5	-5	104	1	2	-5	-7
CCC(C)c1ccc(OCc2ccc(C(=O)OC)o2)cc1 (stereo unspecified)	-23	4.6	2	-12	5	.	-1	-1	-2	-12
CCOC(=O)Cc1csc(NC(=O)/C=C/c2cccc(Br)c2)n1	-20	4.1	1	-6	4	115	-11	-2	2	4
Cc1nn(-c2ccccc2)c(C)c1-c1nnc(C(F)(F)F)o1	-2	0.5	3	2	-7	94	-8	2	1	2
C=CCn1c(NC)cc(=O)n(C)c1=O	15	-2.4	19	-12	-12	104	8	0	-5	1
CC1CCN(C(=S)c2ccc([N+](=O)[O-])cc2)CC1	2	-0.3	10	-1	19	120	8	0	-1	-1

3 of the entries above in order of the MOR-DOR inv ag value, highest first.
Molecule | MOR-DOR inv ag | MOR-DOR ag | Arrestin-AP2 inh | PKA-R1A act | DSG3 Ab inh | PKA-R2B act | V-ATPase pH | DAGLB inhibitor
C=CCn1c(NC)cc(=O)n(C)c1=O | 15 | -2.4 | 19 | -12 | 104 | 8 | -5 | 1
Clc1cccc(Cl)c1CO/N=C/c1cccs1 | 9 | -1.7 | 7 | 8 | . | 1 | 1 | 3
CCC(C)c1ccc(OCc2ccc(C(=O)OC)o2)cc1 (stereo unspecified) | -23 | 4.6 | 2 | -12 | . | -1 | -2 | -12

Next structures:
SMILES	MOR-DOR inv ag	MOR-DOR ag	Arrestin-AP2 inh	PKA-R1A act	HTR5A inv ag	DSG3 Ab inh	PKA-R2B act	HTR5A ag	V-ATPase pH	DAGLB inhibitor
COc1ccc(C(=O)NNC(=O)c2ccncc2)cc1	6	-1.1	-3	-3	-18	86	3	3	-8	-1
CN1C(=O)/C(=C/c2ccc(C(F)(F)F)cc2)Sc2ccc(C(=O)N3CCN(c4ccccn4)CC3)cc21	-5	1.0	1	-5	-6	.	3	2	0	2
Cc1ccnc(SCc2cc(=O)c(OC(=O)c3ccco3)co2)n1	-26	3.9	13	9	12	94	-4	3	2	-5
Cc1nnc(SCC(=O)NCc2ccccc2)s1	10	-2.4	-10	-9	7	106	-11	0	0	-1
COc1ccc(C(=O)Nc2c(O)ccc3ccccc23)cc1OC	-6	1.3	-4	-1	4	.	6	-2	-1	0
Cc1ccc2c(c1)CCCN2C(=O)Nc1ccc2c(c1)OCO2	7	-1.3	1	-13	-12	98	-16	0	3	0

From PubChem
